Assay outcomes as filed in PubChem.
14-3-3 Bad inh: disrupts binding of bovine 14-3-3 zeta to phospho-Bad peptide | AID 781 | TR-FRET 14-3-3zeta/Dy647-pBad peptide displacement, 1 h | inhibition, % at 21.7 µM | 0.71% of 220,000 active | P63103;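 active means inhibition above about 70%, limit read from the data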;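 further: 0% = full 14-3-3 plus peptide FRET controls and 100% = background without 14-3-3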
Target sequence (P63103 whole entry, looked up): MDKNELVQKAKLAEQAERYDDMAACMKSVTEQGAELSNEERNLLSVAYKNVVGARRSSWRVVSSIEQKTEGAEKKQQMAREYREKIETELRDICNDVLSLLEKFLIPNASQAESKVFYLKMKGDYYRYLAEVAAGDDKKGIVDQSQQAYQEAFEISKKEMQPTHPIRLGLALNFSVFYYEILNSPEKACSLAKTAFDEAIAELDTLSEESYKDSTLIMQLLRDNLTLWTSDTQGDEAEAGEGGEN
p47phox inh: blocks human p47phox regulatory protein of NADPH oxidases | AID 1274 | 0.53% of 220,000 active | p47phox/p22phox peptide binding, fluorescence polarization, 2 h | inhibition, % at 24.7 µM;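 further: 0% = p47phox with labelled peptide and 100% = labelled peptide alone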
Target sequence (P14598 whole entry, looked up): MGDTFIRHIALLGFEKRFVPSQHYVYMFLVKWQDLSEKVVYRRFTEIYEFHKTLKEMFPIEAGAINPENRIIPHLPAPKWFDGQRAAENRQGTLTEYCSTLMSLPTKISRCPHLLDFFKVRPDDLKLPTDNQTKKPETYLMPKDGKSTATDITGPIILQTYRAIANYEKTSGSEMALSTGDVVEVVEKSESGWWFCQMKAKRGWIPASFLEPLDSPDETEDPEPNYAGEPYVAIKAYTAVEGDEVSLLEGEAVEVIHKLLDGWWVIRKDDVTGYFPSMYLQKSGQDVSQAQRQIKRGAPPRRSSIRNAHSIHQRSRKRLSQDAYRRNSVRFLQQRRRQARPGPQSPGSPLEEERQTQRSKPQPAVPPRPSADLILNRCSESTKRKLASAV
eIF4E-4G inh: blocks eIF4E binding to eIF4G; P63073+Q04637; TR-FRET eIF4E-eIF4GI(517-606) binding, 2 h; inhibition, % at 21.7 µM; 0.37% of 220,000 active; AID 782;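 further: 0% = full FRET control wells and 100% = background wells lacking eIF4GI fragment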
Thrombin inh: inhibitors of human thrombin. alpha-thrombin, Boc-VPR-AMC fluorogenic substrate cleavage. inhibition, % at 5 µM. 0.26% of 220,000 active;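 active means inhibition at or above 40%; inactive means inhibition below 40%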;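 further: 0% = enzyme with no compound and 100% = wells without enzyme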
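System: human alpha-thrombin protein; Compound dosing: one concentration per compound, 5 µM, with 0.2% DMSO; Timing: reaction at room temperature; Technique: AMC fluorescence, 355/460 nm; Controls: enzyme without compound as high, wells lacking enzyme as low.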
Furin inh: human furin inhibition. purified furin, fluorogenic substrate cleavage. AID 463115. 0.061% of 220,000 active. P09958. inhibition, % at 30 µM; in the data active means inhibition above about 25%; further: inactives centre near -15
Rad51 HR inh: blocks human Rad51 in homologous recombination. Q06609. hRad51 DNA strand exchange, fluorescence dequenching. inhibition, % at 10 µM. 0.085% of 200,000 active. AID 1385;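 active means inhibition above 40% at the single screening dose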;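 further: 0% = DMSO control wells and 100% = blanks with heterologous ssDNA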
Target sequence (Q06609 whole entry, looked up): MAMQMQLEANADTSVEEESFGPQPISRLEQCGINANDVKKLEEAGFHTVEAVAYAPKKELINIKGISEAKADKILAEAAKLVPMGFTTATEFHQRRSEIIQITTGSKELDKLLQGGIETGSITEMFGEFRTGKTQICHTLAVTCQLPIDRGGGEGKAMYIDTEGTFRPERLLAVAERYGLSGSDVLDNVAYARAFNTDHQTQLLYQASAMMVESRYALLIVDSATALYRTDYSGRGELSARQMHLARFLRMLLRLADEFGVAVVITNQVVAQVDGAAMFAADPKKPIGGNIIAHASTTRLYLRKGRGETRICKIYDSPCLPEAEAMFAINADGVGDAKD
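Material: hRad51 filaments on single-stranded DNA; Reagent: Donor/quencher-labelled 47-bp dsDNA substrate; Compound: 10 µM final, single point; Schedule: 37 °C 15-min filament assembly, 30-min compound preincubation, 15-min exchange; Technique: FRET fluorescence, excitation 485 nm, emission 520 nm; Benchmarks: control wells and blank wells on each plate.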
KLK5 inh: kallikrein 5 (human) inhibition; Q9Y337; recombinant hK5, fluorogenic AMC substrate cleavage; inhibition, % at 5 µM; 0.59% of 210,000 active; AID 873;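 active means inhibition of 40% or more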;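 further: 0% = enzyme controls without compound and 100% = no-enzyme blanks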
EBV gp42 inh: inhibitors of Epstein-Barr virus glycoprotein 42; Fluorescence polarization binding assay, mP read-out; inhibition, % (tested at 21.74 µM); Q1HVG2; 0.42% of 220,000 active; in the data active means inhibition above about 50%
KCC2 mod: modulators of human KCC2 chloride dependent transport; Q9H2X9; B-score of Tl+ flux slope (higher = more flux/activation; lower = inhibition) at 10 µM; KCC2 cells, thallium flux FluoZin-2 fluorescence; AID 1456; 2.2% of 190,000 active;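 active means thallium flux slope and its plate-corrected score both differing from the plate sample mean at a set confidence after two filtering rounds, in either direction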;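 further: slope of fluorescence scaled to starting intensity during 10 to 20 s after thallium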
Starred values were filed as active, the others as inactive; · = no result given; [ ] = remark or other dose.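 How the source made its calls, unless noted: active means inhibition above about 30% (limit read from the data); inactive means the rest.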

Key to letters: A = 14-3-3 Bad inh; B = p47phox inh; C = eIF4E-4G inh; D = Thrombin inh; E = Furin inh; F = Rad51 HR inh; G = KLK5 inh; H = EBV gp42 inh; I = KCC2 mod
O=C(O)CCc1ccc(-c2cccs2)n1NC(=O)c1ccco1
  A: -14 | B: -17 | C: 6 | D: -1 | E: 1[20 µM] | F: -8 | G: 3 | H: 1 | I: -0.78
CN(C(=O)CSc1nc2c(cnn2-c2ccccc2)c(=O)[nH]1)C1CCS(=O)(=O)C1 (stereo unspecified)
  A: -7 | B: -16 | C: 2 | D: 1 | E: -19 | F: · | G: · | H: -16 | I: 0.062
Fc1ccccc1C1CC(c2ccco2)=Nc2ccccc2S1 (stereo unspecified)
  A: -3 | B: -6 | C: -4 | D: 4 | E: -9 | F: -4 | G: -1 | H: -6 | I: -0.6
Nc1nc(Sc2ccc([N+](=O)[O-])cc2[N+](=O)[O-])n[nH]1
  A: -2 | B: 4 | C: -3 | D: -7 | E: -6 | F: 15 | G: -1 | H: -7 | I: 0.49
CCOC(=O)c1ccccc1NC1c2ccccc2C(=O)N1C1CCN(C(=O)OCC)CC1 (stereo unspecified)
  A: 11 | B: -3 | C: 2 | D: -3 | E: -23 | F: -1 | G: -4 | H: 0 | I: -0.88
COc1ccc(OC)c(C2=NOC(C(=O)Nc3cccnc3)C2)c1 (stereo unspecified)
  A: 7 | B: -5 | C: -12 | D: -1 | E: -12[20 µM] | F: 5 | G: 7 | H: -1 | I: 0.96
CCOC(=O)C1=C(O)C(=O)N(c2ccc(S(N)(=O)=O)cc2)C1c1ccc(OC)cc1OC (stereo unspecified)
  A: -5 | B: -10 | C: 6 | D: 1 | E: -17 | F: -3 | G: -26 | H: -1 | I: -1.2
O=C(N/N=C/c1c[nH]c2ccccc12)c1ccncc1
  A: -11 | B: -9 | C: 0 | D: -10 | E: 4 | F: -7 | G: -16 | H: -4 | I: 0.22
Cc1ccc(S(=O)(=O)N/N=C/c2ccc(OC3CSC3)cc2)cc1
  A: -5 | B: -30 | C: -8 | D: -4 | E: -15 | F: -1 | G: 27 | H: 24 | I: ·
Cc1cccc(OCC(=O)NNc2c3ccccc3nc3ccccc23)c1
  A: 6[fluorescence artefact?] | B: -8 | C: 3[fluorescence artefact?] | D: 5 | E: -21 | F: 1 | G: 2 | H: 0 | I: 0.0081
CCOC(=O)c1[nH]ncc1CN1CCCC(C(=O)c2cccc(OC(C)C)c2)C1 (stereo unspecified)
  A: -7 | B: -5 | C: 2 | D: 0 | E: -15 | F: -4 | G: · | H: -9 | I: -0.68
COc1ccc(NC(=O)CSc2nc3[nH]ncc3c(=O)n2-c2ccccc2C)cc1OC
  A: -1 | B: 4 | C: -3 | D: 2 | E: 2 | F: · | G: -2 | H: 10 | I: -2.3
COC(=O)c1c(C#N)c(N)nc2c1CCC2
  A: -8[fluorescence artefact?] | B: -10 | C: 9 | D: -10 | E: -3[20 µM] | F: 2 | G: -203 | H: -2 | I: 0.54
COCCN(C(=O)CSc1nc2ccccc2c(=O)n1CCOC)c1c(N)n(Cc2ccccc2)c(=O)[nH]c1=O
  A: -6 | B: -14 | C: 2 | D: -4 | E: -29 | F: 7 | G: -25 | H: -11 | I: 1.5
CCc1c(C)nc2cc(-c3cccs3)[nH]n2c1=O
  A: 8 | B: -9 | C: 0 | D: -6 | E: -10 | F: 2 | G: -12 | H: 0 | I: ·
O=C(O)C(F)(F)C(NCc1ccccc1)c1ccccc1 (stereo unspecified)
  A: -2 | B: -19 | C: 0 | D: 6 | E: -23 | F: 12 | G: 4 | H: -12 | I: -0.11
O=C(Cc1cc(=O)[nH][nH]1)N/N=C/c1ccccc1[N+](=O)[O-]
  A: -1 | B: -10 | C: 3[fluorescence artefact?] | D: -5 | E: -31 | F: -1 | G: -2 | H: -16 | I: 0.44
COC(=O)c1ccc(C2N=C(c3cccs3)CC(c3ccccc3O)N2)cc1 (stereo unspecified)
  A: -2 | B: -8 | C: 0 | D: 0 | E: -15 | F: -3 | G: -10 | H: -6 | I: 1.1
COc1cc(NC(=O)c2c(Cl)cnn2C)c(OC)cc1Cl
  A: -2 | B: -7 | C: -1 | D: -8 | E: -42 | F: 3 | G: 2 | H: 2 | I: 0.098
Cc1cc(C)n(C(=O)CNC(=O)COc2ccccc2)n1
  A: · | B: 6 | C: · | D: 0 | E: -8 | F: 2 | G: 1 | H: -6 | I: ·
COCCNc1nc(SCC(=O)N2CCN(c3ccccc3OC)CC2)nc2ccccc12
  A: -11 | B: -5 | C: 13 | D: -5 | E: -2 | F: · | G: -21 | H: -24 | I: ·
CC#CC[N+](C)(C)CCCCCCCC
  A: 5 | B: -3 | C: 3 | D: -8 | E: -10 | F: · | G: -2 | H: -8 | I: 0.99
COc1ccc(NC(=O)c2sccc2SCC#N)cc1
  A: -11 | B: -8 | C: 10 | D: -9 | E: -19[20 µM] | F: -3 | G: 22 | H: -5 | I: ·
COc1ccccc1C(=O)C1CCCN(C(=O)c2snnc2C)C1 (stereo unspecified)
  A: -1 | B: -2 | C: 1 | D: -5 | E: -24 | F: · | G: · | H: 5 | I: -0.11
O=C(CCS(=O)(=O)c1cccc2nonc12)Nc1cccc2c1CCCC2
  A: 0 | B: -15 | C: -3[fluorescence artefact?] | D: 2 | E: -8[20 µM] | F: -4 | G: -5 | H: -14 | I: ·

Four of the entries above in order of their number in Thrombin inh, descending:
structure	Thrombin inh
COc1ccc(NC(=O)CSc2nc3[nH]ncc3c(=O)n2-c2ccccc2C)cc1OC	2
COc1ccc(OC)c(C2=NOC(C(=O)Nc3cccnc3)C2)c1 (stereo unspecified)	-1
CCc1c(C)nc2cc(-c3cccs3)[nH]n2c1=O	-6
COC(=O)c1c(C#N)c(N)nc2c1CCC2	-10

Compound profiles, from the list above. Values in the order: 14-3-3 Bad inh	p47phox inh	eIF4E-4G inh	Thrombin inh	Furin inh	Rad51 HR inh	KLK5 inh	EBV gp42 inh	KCC2 mod
Cc1cccc(OCC(=O)NNc2c3ccccc3nc3ccccc23)c1 is listed as 6[fluorescence artefact?]	-8	3[fluorescence artefact?]	5	-21	1	2	0	0.0081
O=C(CCS(=O)(=O)c1cccc2nonc12)Nc1cccc2c1CCCC2 is listed as 0	-15	-3[fluorescence artefact?]	2	-8[20 µM]	-4	-5	-14	·

Later entries.
Key to letters: A = 14-3-3 Bad inh; B = p47phox inh; C = eIF4E-4G inh; D = Thrombin inh; E = Furin inh; F = Rad51 HR inh; G = KLK5 inh; H = EBV gp42 inh; I = KCC2 mod
COC(=O)c1ccc(/C=C/C(=O)c2ccc(OC)cc2)cc1
  A: 4 | B: -14 | C: -3 | D: -4 | E: -18[20 µM] | F: 2 | G: -11 | H: -13 | I: 0.45
CC(=O)NCc1ccc(C(=O)CCl)s1
  A: 8 | B: 3 | C: -1 | D: -5 | E: -28 | F: 5 | G: -1 | H: -6 | I: 0.53
CCN1C(=O)N[C@H](c2ccc(Br)cc2)C(C(C)=O)=C1C
  A: -14 | B: -13 | C: 4 | D: -7 | E: 0 | F: 1 | G: -15 | H: -14 | I: -0.37
Cc1ccc(-c2noc(CN3CCN(Cc4ccccc4)CC3)n2)cc1
  A: -4 | B: -19 | C: 4 | D: 6 | E: -22[20 µM] | F: 3 | G: -6 | H: -4 | I: -2.5*
COC(=O)C1CC(=O)c2ccsc2C1 (stereo unspecified)
  A: 24 | B: 0 | C: -42 | D: 49* | E: -6 | F: 17 | G: 30 | H: -2 | I: 0.0005
O=C(C1CCN(S(=O)(=O)N2CCOCC2)CC1)N1CCc2ccccc21
  A: 10 | B: -51 | C: 1 | D: 1 | E: -21 | F: 1 | G: -7 | H: -21 | I: ·
CCOC(=O)C1CCN(C(=O)N(CC)CC)CC1
  A: -1 | B: -18 | C: 0 | D: 1 | E: -18 | F: 13 | G: -6 | H: -6 | I: -0.058
S=C(NCCCN1CCOCC1)Nc1ccc(N2CCOCC2)cc1
  A: -12 | B: -8 | C: 0 | D: 7 | E: -24 | F: -20 | G: -1 | H: -17 | I: -0.17
COc1ccc(NC(=O)CCC(=O)OCc2ccc([N+](=O)[O-])cc2)cc1
  A: 6 | B: -10 | C: 3 | D: 0 | E: -30 | F: -6 | G: -21 | H: -9 | I: 0.5
COc1cc(OC)cc(C(=O)NC2CCSC2=O)c1 (stereo unspecified)
  A: 5 | B: -17 | C: -4[fluorescence artefact?] | D: -4 | E: -18 | F: 0 | G: 2 | H: -14 | I: -0.45
O=C(CN1C(=O)COc2ccc(S(=O)(=O)N3CCOCC3)cc21)NCc1ccccn1
  A: 4 | B: -8 | C: 4 | D: -1 | E: -1 | F: -29 | G: 1 | H: -19 | I: -0.45
O=C1C(Cl)=C(NC2CCCCC2)C(=O)N1c1ccc(Cl)cc1
  A: 4 | B: -9 | C: 9[fluorescence artefact?] | D: -3 | E: -3 | F: · | G: -8 | H: -13 | I: 0.15
Cc1occc1-c1nnc(SCC(=O)NC(=O)NC(C)C)n1N
  A: -5 | B: -13 | C: -1 | D: 8 | E: -25 | F: 3 | G: -9 | H: 0 | I: 2.9
O=C(N/N=C/c1ccccn1)c1cc(-c2ccc3ccccc3c2)n[nH]1
  A: 58[fluorescence artefact?] | B: -10 | C: -12 | D: -9 | E: 3 | F: -7 | G: -15 | H: -6 | I: -0.96
CSc1nnc(C2CCCN2)n1C (stereo unspecified)
  A: 31 | B: -10 | C: -1 | D: -7 | E: -23 | F: -1 | G: 1 | H: -4 | I: ·
COCCNC(=O)CSc1nc2ccccc2c(=O)n1CCCC(=O)NCc1ccccc1
  A: -1 | B: -6 | C: 10 | D: 2 | E: -21 | F: 2 | G: -3 | H: -2 | I: 0.55
CCN1CCN(Cc2nc3c(c(=O)n(C)c(=O)n3C)n2CC(=O)c2ccccc2)CC1
  A: -2 | B: -11 | C: 9[fluorescence artefact?] | D: -2 | E: -20 | F: -1 | G: -2 | H: -20 | I: -0.064
O=C(CC1SC2=NCCN2C1=O)Nc1ccc(Br)cc1 (stereo unspecified)
  A: 9 | B: -12 | C: -2 | D: -2 | E: -19[20 µM] | F: 2 | G: 2 | H: -18 | I: -0.065
CC(C)(O[C@@H]1O[C@H](CO)[C@@H](O)[C@H](O)[C@H]1O)[C@H]1Cc2cc3ccc(=O)oc3cc2O1
  A: 2 | B: 4 | C: 1 | D: -5 | E: -144 | F: 4 | G: -26 | H: -16 | I: -0.5
Cc1ccc(S(=O)(=O)n2cnc3cc([N+](=O)[O-])ccc32)c(C)c1C
  A: 1 | B: -9 | C: 0 | D: 0 | E: -1 | F: 3 | G: -1 | H: -35 | I: ·
COc1cc(S(=O)(=O)N(Cc2ccccc2)Cc2ccccn2)ccc1-n1cnnn1
  A: -7 | B: -6 | C: -5 | D: -1 | E: -10[20 µM] | F: 3 | G: -1 | H: -4 | I: -0.85
CC1C(=O)C(C)C(c2ccco2)NC1c1ccco1 (stereo unspecified)
  A: 32[fluorescence artefact?] | B: -5 | C: 3[fluorescence artefact?] | D: -2 | E: -19 | F: 2 | G: -13 | H: -19 | I: -0.17
Oc1ccc(-c2csc(-c3cccnc3)n2)cc1O
  A: 5 | B: -8 | C: -7 | D: -3 | E: -13 | F: -1 | G: -1 | H: -4 | I: ·
CCOC(=O)c1sc(N(Cc2ccccc2)C(=O)COC(=O)c2cnccn2)nc1C
  A: -3 | B: -21 | C: 0 | D: 4 | E: -27 | F: 10 | G: 2 | H: -5 | I: -1.3
CC(/C=N/n1c(-c2ccco2)n[nH]c1=S)=C\c1ccccc1
  A: -12[fluorescence artefact?] | B: 4 | C: 0[fluorescence artefact?] | D: -8 | E: -28 | F: 7 | G: -9 | H: 1 | I: 13*
CCC(C)NC(=S)N(CCc1ccccc1)Cc1cc2cc(OC)c(OC)cc2[nH]c1=O (stereo unspecified)
  A: -7 | B: -17 | C: -1 | D: -1 | E: -17 | F: · | G: 5 | H: 5 | I: -0.82
